# Screening results deposited in PubChem by several laboratories.
# Rab2A wt mod: changes GTP binding to wildtype dog Rab2A, up or down | P61105 | GST-Rab2 wt beads, Bodipy-GTP binding, flow cytometry | GTP binding activity, % at 10 µM | hit rate 0.19% among 190,000;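 active = GTP binding activity at least 20 points away from 100%, either lowered or raised; inconclusive = signal likely due to the compound's own green fluorescence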;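 note: 0% = beads with excess unlabeled GTP and 100% = no-compound control corrected for plate trend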
# ABCG2 inh: inhibitors of human ABCG2 transporter, ABCB1 counter-screen; IgMXP3 cells, JC-1 efflux, flow cytometry; inhibition, % at 6.6 µM; hit rate 0.1% among 190,000;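 active = inhibition above 80%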;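 note: 0% = DMSO and 100% = nicardipine control wells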
# Target sequence (Q9UNQ0 whole entry, looked up): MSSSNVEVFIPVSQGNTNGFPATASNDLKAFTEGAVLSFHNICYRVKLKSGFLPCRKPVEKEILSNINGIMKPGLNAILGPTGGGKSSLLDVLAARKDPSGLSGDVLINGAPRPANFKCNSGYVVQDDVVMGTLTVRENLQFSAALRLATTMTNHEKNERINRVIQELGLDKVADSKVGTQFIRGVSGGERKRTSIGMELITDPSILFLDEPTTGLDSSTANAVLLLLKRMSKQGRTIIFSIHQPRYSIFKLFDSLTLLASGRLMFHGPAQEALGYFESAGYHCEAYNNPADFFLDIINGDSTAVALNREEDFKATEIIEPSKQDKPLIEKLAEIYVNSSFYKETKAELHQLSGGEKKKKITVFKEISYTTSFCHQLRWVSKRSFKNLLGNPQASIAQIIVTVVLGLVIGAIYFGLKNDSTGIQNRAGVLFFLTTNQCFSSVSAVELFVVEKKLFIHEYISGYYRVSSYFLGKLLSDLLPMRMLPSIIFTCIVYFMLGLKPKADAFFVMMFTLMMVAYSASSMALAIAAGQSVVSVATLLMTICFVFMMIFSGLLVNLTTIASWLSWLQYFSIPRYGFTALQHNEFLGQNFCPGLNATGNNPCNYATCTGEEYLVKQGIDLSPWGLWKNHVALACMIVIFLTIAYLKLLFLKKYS
#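 Measure – % inhibition of efflux relative to nicardipine and DMSO · Test system – ABCG2 IgMXP3 and barcoded ABCB1 CCRF-Adr cell mix · Control set – nicardipine as high control, DMSO as low control · Compound – one concentration, 6.6 µM final · Signal – flow cytometry of retained JC-1 fluorescence · Timing – 10 min exposure at 25 °C with rotation, no wash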
# Avidin bead fluor: compound fluoresces at 488/530 nm on avidin beads | AID 1775 | hit rate 0.38% among 220,000 | fluorescence (KMESF) at 10 µM | compound fluorescence 488/530 nm, flow cytometry; active compounds read high; in the data active = fluorescence above about 47; note: inactives centre near 10
# Pf gametocyte: P. falciparum stage V gametocyte viability inhibition | P. falciparum stage V gametocytes, ATP luminescence, 24 h | inhibition, % at 10.9 µM | hit rate 0.065% among 150,000 | AID 743093;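 active = inhibition above the mean plus 3 SD of compounds within the control limits, set per campaign, cut at about 38% in these data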;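 note: 0% = DMSO wells and 100% = medium only without gametocytes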
# Mcl1-Noxa inh: Mcl-1/Noxa interaction inhibition | Q07820 | TR-FRET Mcl-1/Noxa peptide binding, 2 h | inhibition, % at 21.7 µM | hit rate 1.5% among 220,000;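 active = compounds that cut the protein-peptide binding signal by more than 50% relative to plate controls in a single-dose test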;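 note: His-tagged Mcl-1 with rhodamine Noxa BH3 peptide and terbium anti-His antibody; 0% = Mcl-1 plus Noxa peptide wells and 100% = peptide-only wells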
# Rac1 wt modul: modulators of human Rac1 wildtype GTP binding. P63000. GST-Rac1 beads, fluorescent GTP binding, flow cytometry; actives lie on both sides; 0 = cold GTP competed, 100 = untreated. GTP binding activity (% of control), % at 10 µM. hit rate 0.27% among 190,000;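 active = GTP binding activity at least 20 points away from the 100% control level, either lower or higher; inconclusive = compound flagged as likely green fluorescent, judged across all proteins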
# ABCB1 inh: blocks JC-1 efflux by human ABCB1 transporter. AID 1326. hit rate 0.067% among 190,000. CCRF-Adr cells, flow cytometry. P08183. inhibition, % at 6.6 µM; in the data active = inhibition above about 40%;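 note: 0% = vehicle and 100% = reference inhibitor; higher value means more JC-1 retained so stronger ABCB1 efflux block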
# Rab7 wt GTP bind: dog Rab7 wildtype GTP binding, inhibitors and activators | hit rate 0.055% among 190,000 | GTP binding activity (percent of control), % at 10 µM | GST-Rab7 beads, fluorescent GTP binding, flow cytometry; actives lie on both sides; untreated = 100%, excess cold GTP = 0%;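 active = fluorescent GTP binding to Rab7 beads changed by at least 20 points from the 100% baseline, either direction, mostly lower; inconclusive = compound itself probably fluorescent, or too few beads counted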;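 note: median green fluorescence of bound Bodipy-FL-GTP per Rab7 bead population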
# Rac1 act GTP bind: alters GTP binding to activated mutant human Rac1; P63000; GST-Rac1 activated beads, fluorescent GTP binding, flow cytometry; actives lie on both sides; 100% means binding = to untreated wells; percent activity (GTP binding), % at 10 µM; hit rate 0.11% among 190,000;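 active = GTP binding at least 20 percentage points away from the 100% baseline, in either direction, so actives lie on both sides; inconclusive = Compound likely fluorescent itself, or too few beads counted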
# Cdc42 wt: changes GTP binding to wildtype human Cdc42 | P60953 | GST-Cdc42 beads, Bodipy-GTP binding, flow cytometry; actives lie on both sides | percent activity (GTP binding), % at 10 µM | hit rate 0.2% among 190,000;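 active = percent activity GTP binding at least 20 points away from the 100% baseline, either down as inhibitor or up as activator; inconclusive = compound flagged as likely green fluorescent from well-wide comparison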;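 note: median bead fluorescence of bound Bodipy-FL-GTP at 100 nM; 0% = excess unlabeled GTP control and 100% = no compound control; below 100% means less GTP binding so inhibitor and above means activator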
# Target sequence (P60953 whole entry, looked up): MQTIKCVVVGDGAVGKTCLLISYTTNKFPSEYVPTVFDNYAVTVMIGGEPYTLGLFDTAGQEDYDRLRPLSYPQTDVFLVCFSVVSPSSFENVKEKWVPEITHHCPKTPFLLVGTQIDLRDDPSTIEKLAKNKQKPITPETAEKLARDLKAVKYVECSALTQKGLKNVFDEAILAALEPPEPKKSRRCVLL
# HRas wt GTP bind: changes GTP binding to wildtype human HRas. GTP binding activity, % at 10 µM. hit rate 0.14% among 190,000. GST-Ras wt beads, Bodipy-FL-GTP binding, flow cytometry; actives lie on both sides;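 active = GTP binding activity at least 20% away from the 100% baseline, either lowered as inhibitor or raised as activator; inconclusive = flagged as likely green fluorescent, judged across all proteins in the well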;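 note: 0% = unlabeled GTP competition control and 100% = no-compound control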
# Target sequence (P01112 whole entry, looked up): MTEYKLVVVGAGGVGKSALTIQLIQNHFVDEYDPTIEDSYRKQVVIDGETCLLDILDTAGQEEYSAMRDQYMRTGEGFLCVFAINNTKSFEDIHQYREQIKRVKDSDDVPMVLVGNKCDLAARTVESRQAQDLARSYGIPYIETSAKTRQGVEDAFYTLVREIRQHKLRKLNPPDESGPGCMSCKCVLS
# * hit, by the source's call; ? = inconclusive; . = not tested or not shown.
entry	structure	Rab2A wt mod	ABCG2 inh	Avidin bead fluor	Pf gametocyte	Mcl1-Noxa inh	Rac1 wt modul	ABCB1 inh	Rab7 wt GTP bind	Rac1 act GTP bind	Cdc42 wt	HRas wt GTP bind
1	CCOC(=O)c1ccc(N2NC(=O)/C(=C/c3ccc(OC(=O)c4ccco4)c(OC)c3)C2=O)cc1	86	-20	17	.	56*	90	-1.6	94	84	85	89
2	CC1Nc2ccccc2C(=O)N1NS(=O)(=O)c1ccccc1 (stereo not given)	101	1	13	4	21	107	0.3	100	101	103	104
3	CC(=O)Nc1cc(Br)ccc1O	95	4	9	-7	0	89	-0.1	95	93	90	94
4	Clc1ccc(Cn2cccn2)cn1	98	7	9	-22	1	98	2.4	99	96	97	97
5	C=CCOc1ccccc1CN1CCSCC1	105	0	8	-14	21	101	0.1	100	100	103	102
6	N/C(=N/O)c1nc(N2CCCC2)nc(N(c2ccccc2)c2ccccc2)n1	108	9	6	-3	12	112	1.3	105	101	109	106
7	CCC(=O)Nc1cc(-c2nn(CC(=O)N3CCCCC3)c(=O)c3ccccc23)ccc1N1CCOCC1	101	10	143*	17	11	106	0.9	101	96	100	99
8	NC(=S)N=Nc1c(O)[nH]c2ccccc12	84	-2	11	-8	17	87	-1.4	95	96	92	86
9	O=C1c2ccccc2NC(c2ccccc2Cl)N1N=C1CCCCCC1 (stereo not given)	97	2	3	-2	-1	104	0.6	99	99	97	101
10	CC(O)CNc1ccc([N+](=O)[O-])cc1S(=O)(=O)N1CCOCC1 (stereo not given)	97	6	22	0	5	98	1.0	95	96	93	98
11	On1c2c(c3c4nonc4ccc31)CCCC2	101	14	4	.	17	105	-0.8	101	97	100	101
12	c1csc(CNCCCN2CCOCC2)c1	106	5	11	.	17	103	0.8	102	101	106	106
13	Clc1cccc(Cl)c1Cn1cnc2c(NCc3ccco3)ncnc21	97	1	1	.	10	94	0.6	98	95	96	97
14	CC1=CC(=C(C#N)C#N)C=C(C)N1CCN1CCNCC1	98	2	13	10	1	101	0.0	103	95	96	98
15	COc1ccc(NC(=O)NCc2cccn2C)c(OC)c1	97	3	20	.	17	98	0.0	97	97	98	98
16	O=C(Nn1c(-c2ccccc2)nc2ccccc2c1=O)C1CCC1	100	2	27	.	-8	100	0.8	100	97	98	98
17	COc1ccc(CCNC(=O)C2CC(=O)N(c3ccc(F)cc3)C2)cc1OC (stereo not given)	103	2	.	-5	-8	103	0.5	102	98	109	106
18	CC(C)(C)C(O)CN1CCCC1 (stereo not given)	98	1	17	.	-20	100	0.6	96	99	102	98
19	CC(=O)c1ccc(O)c(CSc2nncn2C)c1	96	1	19	1	5	95	0.4	100	95	97	97
20	Cc1ccc(SCc2cc(=O)[nH]c(N3CCN(C)CC3)n2)cc1	100	1	8	.	14	101	-0.4	96	101	98	99
21	O=C(/C=C/c1ccc2ccccc2c1)c1ccoc1	99	1	12	.	-7	101	0.2	102	101	101	101
22	CC1CN(S(=O)(=O)c2ccc(-c3nc4ccccc4s3)cc2)CC(C)O1 (stereo not given)	108	3	37	.	3	111	0.5	105	102	109	106
23	CN(C(=O)c1cc(-n2cnnc2)ccc1Cl)c1ccccc1	100	6	18	-3	1	103	0.3	97	101	98	99
24	CCCC(=O)Nc1nc2c(c(=O)[nH]1)CCCC2	?	2	10	13	8	?	0.5	?	?	?	?
25	CC(NC(=O)/C(C#N)=C1\N=C(NC(=O)c2cccs2)c2ccccc21)c1ccccc1 (stereo not given)	?	22	13	.	-53	?	0.9	?	?	?	?
26	O=C(Nc1ncc2c(n1)-c1ccccc1OC2)c1ccccc1Cl	98	5	8	14	-1	96	0.0	99	95	101	98
27	O=C(NCCc1c[nH]c2ccccc12)c1ccc([N+](=O)[O-])cc1	99	6	8	-2	-6	105	0.5	101	102	105	101
28	Cc1ccc(CC(=O)NCc2cccnc2)cc1	94	0	10	29	1	97	0.0	93	97	97	97
29	COc1cccc(NC(=O)Cc2nnc(SCC(=O)NC(C)c3ccccc3)n2C)c1 (stereo not given)	103	10	17	-6	6	102	-0.5	99	99	102	101
30	Cc1ccc(NC(=O)C(c2ccc(Cl)cc2)N2CCCCC2)cc1 (stereo not given)	96	2	16	20	-19	96	0.4	101	97	96	97
31	CCCCN(CC)C(=O)c1ccc(-c2ccccc2)cc1	99	3	15	6	5	97	0.3	98	101	96	101
32	CCOC(=O)c1cc(-c2ccccc2)n(CC(=O)NC(C)(C)C)c1C	94	1	17	5	10	94	0.5	99	93	90	94
33	COc1cccc(C(=O)c2c(C)c(CCC#N)n3ccccc23)c1	94	7	8	-15	5	87	0.0	93	90	87	91
34	Fc1ccc(N2CCN(c3nc(CN4CCOCC4)nc4scc(-c5ccccc5)c34)CC2)cc1	96	1	9	24	21	97	0.8	95	94	97	96
35	COc1ccc(/C(C)=N/NC(=O)CNC(=O)c2cccs2)cc1	101	0	5	3	0	96	0.4	102	93	97	98
36	Cc1ccc(SC(C)C(=O)NCc2ccncc2)cc1 (stereo not given)	99	1	8	.	10	93	-0.1	96	92	93	95
37	C=CCSc1nnc2c(n1)OC(C)=Nc1ccc(Br)cc1-2	94	9	8	-6	8	92	0.6	102	91	91	94
38	Cc1ccc2sc(N(CCCN(C)C)C(=O)CN3C(=O)c4ccccc4C3=O)nc2c1C	91	1	6	-5	13	94	0.9	96	95	92	93
39	CC(=O)C(CC(=O)N1CCCc2ccccc21)C(=O)Nc1ccc(F)cc1 (stereo not given)	93	1	11	.	-1	96	0.3	96	96	97	95
40	CC(C(=O)N1CCOCC1)n1cc([N+](=O)[O-])cn1 (stereo not given)	97	3	6	.	-17	95	1.1	95	96	94	95
41	CCOc1cc(/C=N\NC(=O)c2ccc(NC(=O)C(C)(C)C)cc2)ccc1OC(=O)c1ccc(OC)cc1	100	-1	8	.	23	102	-0.4	101	99	99	99
42	O=C(Nn1cnnc1)c1ccc(F)c(S(=O)(=O)N2CCCCC2)c1	95	0	4	.	3	98	-0.1	95	96	93	91
43	Cc1cc(C(=O)COC(=O)c2cccnc2Cl)c(C)n1-c1c(C)n(C)n(-c2ccccc2)c1=O	101	0	26	5	8	101	-0.2	108	99	100	101
44	O=C(Cc1ccccc1)NCCSCc1ccc(Cl)cc1	99	6	12	.	-5	106	0.3	98	97	104	99
45	Cc1cc(NC(=O)CSc2cc(Cl)ccc2Cl)n(-c2ccccc2)n1	100	7	6	15	-21	105	0.2	100	98	102	103
46	Cc1ccc(S(=O)(=O)N2CCC(C(=O)N[C@@H](Cc3ccccc3)C(=O)O)CC2)cc1	98	-1	2	20	20	98	-0.2	100	95	94	96
47	Cc1ccc(C(=O)Oc2ccc(/C=N/NC(N)=O)cc2)cc1	101	3	9	-17	3	102	0.4	103	100	100	102
48	COc1ccnc(Oc2ccccc2)c1C(=O)N/C=N/OCc1ccc(F)cc1Cl	102	16	10	.	4	106	0.7	99	96	101	100
49	CCN1CN(Cc2ccccc2)CNC1=S	100	2	19	-1	-7	102	-0.2	98	101	102	100
50	CCCOc1ccc(-c2nc(=S)[nH][nH]2)cc1	98	0	6	8	25	96	-0.1	96	96	97	99
51	Cc1ccc(/C=C2\SC(=S)N(CCC(=O)NNC(=O)c3cccnc3)C2=O)cc1	97	-13	26	1	31	101	-1.2	99	95	97	95
52	Cc1ccc(SCc2[nH]nc3c2C(C(C)C)C(C#N)=C(N)O3)cc1 (stereo not given)	100	3	37	.	-33	100	0.4	99	100	103	102
53	CCOC(=O)c1c(NC(=O)CN2C(=O)NC(C)(c3ccccc3)C2=O)sc(C)c1C (stereo not given)	100	27	13	3	8	104	1.6	99	101	97	101
54	O=C(CCC1CCCN(C(=O)CCN2CCCCC2=O)C1)NCc1ccccc1F (stereo not given)	94	2	12	5	3	102	0.4	93	98	98	98
55	O=C(c1c[nH]c(C(=O)C(Cl)(Cl)Cl)c1)c1ccc(F)cc1Cl	97	-3	9	16	7	97	-1.0	92	94	94	91
56	Cc1cccc(N2CCN(C(=O)c3cccc(S(=O)(=O)N4CCc5ccccc5C4)c3)CC2C)c1 (stereo not given)	99	8	14	10	-2	102	3.5	97	100	102	99
57	CCC(C(=O)NCc1ccco1)N(C(=O)CNS(=O)(=O)c1ccccc1)C1CCCCC1 (stereo not given)	100	1	6	.	-5	103	0.6	101	99	102	102
58	Cc1cccc(-n2c(SCC(=O)Nc3ccc4c(c3)OCO4)nnc2-c2ccoc2C)c1	100	24	13	.	14	104	2.6	101	98	99	100
59	Cc1cc(C)c(C)c(S(=O)(=O)NC2CCN(Cc3ccccc3)CC2)c1C	99	0	7	.	10	100	0.7	98	99	99	98
60	Cc1ccccc1-c1nn2c(-c3ccccc3)nnc2s1	98	36	11	.	27	101	1.4	97	98	98	97

# Later entries.
entry	structure	Rab2A wt mod	ABCG2 inh	Avidin bead fluor	Pf gametocyte	Mcl1-Noxa inh	Rac1 wt modul	ABCB1 inh	Rab7 wt GTP bind	Rac1 act GTP bind	Cdc42 wt	HRas wt GTP bind
61	CCCNC(=O)c1ccccc1NC(=O)c1ccccc1N(C)S(C)(=O)=O	96	1	20	-6	-20	104	0.4	92	96	100	101
62	CCNC(=O)OCc1cn(-c2ccccc2)nn1	93	2	19	-18	4	94	0.6	90	95	93	93
63	CCCC(=O)C1=C(SCC)CC(C)(C)C(C(=O)OC)C1=O (stereo not given)	102	1	34	-20	8	107	0.4	101	102	106	104
64	O=C(COc1ccccc1Br)NCc1ccco1	98	6	15	-22	3	96	1.0	95	96	98	99
65	O=C(Nc1cnccn1)c1csc2ccccc12	98	7	9	.	5	99	0.5	98	96	99	94
66	CCCCNC(=O)N(CC)c1c(N)n(Cc2ccccc2)c(=O)[nH]c1=O	94	0	9	10	-1	99	0.0	98	96	97	96
67	CN(Cc1cnn(C)c1)Cc1nc(COc2ccccc2)no1	100	2	3	6	-8	100	0.3	105	96	97	100
68	O=C(OCC(=O)c1ccc[nH]1)c1ccc(S(=O)(=O)N2CCCCC2)cc1	95	-1	5	.	2	95	-0.3	97	93	97	96
69	Cc1nnc(SCC(=O)c2cc(C)n(C3CC3)c2C)s1	105	1	5	.	3	99	-0.1	106	100	102	102
70	CN(C)S(=O)(=O)c1ccc(N2CCCC2)c(C(=O)Nc2nc3ccc(F)cc3s2)c1	99	6	7	-14	-28	101	0.9	101	97	100	98
71	COc1ccc(NC(=O)CN(C)C2CCCCC2)c([N+](=O)[O-])c1	97	6	7	.	5	100	1.3	97	99	98	99
72	CCOC(=O)C1CCN(C(=O)CSc2nnc(-c3ccco3)n2-c2ccccc2)CC1	98	1	4	-9	12	95	0.2	98	95	95	96
